NPYLR7 ag = activates Aedes aegypti NPYLR7 receptor. HEK293T NPYLR7/Galpha15, GCaMP6s calcium fluorescence. activation, % at 10 µM. 0.15% of 270,000 active. AID 1259423; in the data active = activation above about 40%;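 note: 0% = vehicle and 100% = reference agonist at the receptor; some compounds past the cut are filed as inactive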
mcGAS inh = mouse cGAS inhibition by luminescence | Q8C6L5 | recombinant cGAS, Kinase-Glo ATP depletion luminescence | inhibition, % at 12.5 µM | 0.15% of 160,000 active;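 note: 0% = negative control wells and 100% = reference inhibitor with no enzyme activity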
hcGAS inh = blocks human cGAS activity; recombinant h-cGAS, ATP depletion, Kinase-Glo luminescence; inhibition, % at 12.5 µM; AID 1259398; 0.081% of 290,000 active; Q8N884;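 note: 0% = vehicle reaction and 100% = reaction without DNA for no activity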
Target sequence (Q8N884 whole entry, looked up): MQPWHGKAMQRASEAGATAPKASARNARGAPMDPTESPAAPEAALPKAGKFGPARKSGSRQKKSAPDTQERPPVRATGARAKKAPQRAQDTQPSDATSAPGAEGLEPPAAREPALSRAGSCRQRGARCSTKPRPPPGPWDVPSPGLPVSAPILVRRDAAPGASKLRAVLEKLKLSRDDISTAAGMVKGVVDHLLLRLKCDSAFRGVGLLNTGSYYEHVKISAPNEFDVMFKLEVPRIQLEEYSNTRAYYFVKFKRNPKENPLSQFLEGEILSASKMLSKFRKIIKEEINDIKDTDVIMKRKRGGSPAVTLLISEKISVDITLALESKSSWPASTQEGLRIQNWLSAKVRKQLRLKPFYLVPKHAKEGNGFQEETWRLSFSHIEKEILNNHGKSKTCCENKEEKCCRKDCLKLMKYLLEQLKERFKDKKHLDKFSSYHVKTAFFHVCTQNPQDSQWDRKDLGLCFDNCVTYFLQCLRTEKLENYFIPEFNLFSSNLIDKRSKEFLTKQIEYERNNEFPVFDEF
Active calls of the source: *; nt = not tested or not shown; & = joins results of further samples. Cut-off read from the data, not from the text of the source, unless noted: active = inhibition above about 40%; inactive = the rest.

SMILES	NPYLR7 ag	mcGAS inh	hcGAS inh
Cc1nn(CN2CCN(S(=O)(=O)c3ccccc3Cl)CC2)c(=O)c2ccccc12	1	-1	2
Cc1ccnc(N2CC[C@@](C)(O)[C@@H](Cc3ccccc3)C2)n1	nt	-10	0
Clc1ccc(OCc2cn3cccnc3n2)cc1	5	nt	-3
COc1ccc2cc(C3CN(CCCn4cccn4)CCO3)ccc2c1 (stereo not given)	1	nt	-3
O=C(NCCCc1ccccc1)c1cccnc1Oc1ccc(Cl)cc1	-6	-5	-3
CC(=O)NN=C1CCC(C(C)(C)C)CC1 (stereo not given)	5	nt	-6
CCc1ccc(N(Cc2nnc3n2CCCCC3)C(=O)Nc2ccc(OC)cc2)cc1	7	nt	-1
CCC(=O)N(CCOC)CC(=O)N(CCc1ccccc1)Cc1ccc(C)o1	2	0	1
CCc1c2ccc(C)n2cc[n+]1CC	-15	nt	-2
O=C(c1cccc(Oc2ccccc2)c1)N1[C@H]2CCNC[C@@H]1CC2	1	nt	2
COCCNc1nc(SC)nc2c1cnn2CCNC(=O)CC1CCCC1	nt	-6	-7
Cc1cc(F)cc(-c2c(-c3ccccc3)ncn2CC2CCS(=O)(=O)C2)c1 (stereo not given)	19	-11	-3
COc1cc(C(=O)N2CCOC(CCN(C)C)C2)ccn1 (stereo not given)	nt	-12	-4
CC(NC(=O)C1(N(C)Cc2ccccc2)Cc2ccccc2C1)c1ncn[nH]1 (stereo not given)	0	nt	-8
NC(=O)c1cccnc1N1CCN(Cc2cc3n(n2)CCCNC3)CC1	-1	nt	-9
CCc1nccn1Cc1nc(-c2cc(C)c(OC)cc2C)oc1C	4	nt	-3
Cc1ccccc1C(C)NC(=O)CSc1nnc(-c2cccs2)o1 (stereo not given)	16	nt	-12
Cc1ccc(C)c(-c2csc(NC(=O)c3cccs3)n2)c1	5	nt	-4
C=c1occc1=C1NN=C(SCC(=O)N2CCCC2)O1	3	nt	-5
CCOC(=O)c1cc(-c2ccc(Cl)cc2Cl)n(-c2ccc(C(=O)N3C(C)C=CC3C)cc2)n1 (stereo not given)	5	-6	-4
Oc1cccc(-c2nc3c4cnn(-c5cccc(Cl)c5)c4ncn3n2)c1	7	-6	-3
CNS(=O)(=O)c1ccc(CN2CCC(C(=O)N3CCCC3)CC2)cc1	3	-8	-6
CN(C)CCCN(C(=O)c1ccccc1)c1nc2c(F)cc(F)cc2s1	8	-9	-4
CCCCc1nc2cc(C(=O)N3C[C@@H]4CCC[C@H]3C4)ccc2o1	6	nt	-8
CN1C(=O)C(CC(=O)NCc2ncc[nH]2)(Cc2ccccc2)c2ccccc21 (stereo not given)	2	-11	-5

Compounds above that contain four or more nitrogen atoms, in the order listed:
SMILES	NPYLR7 ag	mcGAS inh	hcGAS inh
Cc1nn(CN2CCN(S(=O)(=O)c3ccccc3Cl)CC2)c(=O)c2ccccc12	1	-1	2
CCc1ccc(N(Cc2nnc3n2CCCCC3)C(=O)Nc2ccc(OC)cc2)cc1	7	nt	-1
COCCNc1nc(SC)nc2c1cnn2CCNC(=O)CC1CCCC1	nt	-6	-7
CC(NC(=O)C1(N(C)Cc2ccccc2)Cc2ccccc2C1)c1ncn[nH]1 (stereo not given)	0	nt	-8
NC(=O)c1cccnc1N1CCN(Cc2cc3n(n2)CCCNC3)CC1	-1	nt	-9
Oc1cccc(-c2nc3c4cnn(-c5cccc(Cl)c5)c4ncn3n2)c1	7	-6	-3
CN1C(=O)C(CC(=O)NCc2ncc[nH]2)(Cc2ccccc2)c2ccccc21 (stereo not given)	2	-11	-5

More entries follow:
SMILES	NPYLR7 ag	mcGAS inh	hcGAS inh
COc1cc(OC)cc(C(=O)Nc2ccc(-c3onc4c3CCc3cc(OC)ccc3-4)cc2)c1	-5	-5	-5
CC(=O)N1CCN(C(=O)c2c(CC(C)C)nn(-c3ccc(Cl)cc3)c2C)CC1	nt	-3	1
Cc1ccnc(CC(C)N(C)C(=O)Cc2ccc(F)cc2F)c1 (stereo not given)	1	-12	-7
C=CCn1c(SCc2cccc(C(=O)OC)c2)nnc1-c1ccccc1F	21	-3	-7
Cc1cc(NCCCNC(=O)c2occc2C)nc(C(C)C)n1	9	nt	-12
CCOc1cc(/C=C2/SC(=S)N(CC(=O)O)C2=O)ccc1OCc1ccccc1	-1	0	-10
C/C(=C/C(=O)O)C(=O)Nc1ccc(Cl)cc1	-4	nt	5
COc1cccc(-c2cnc3c(NC=O)cc(-c4ccc(OC)c(OC)c4)cn23)c1	-6	-8	-4
CNC[C@H](O)c1cccc(O)c1	5&1	-3	0&-4&-3
Cc1cc(C)c(C2c3cccn3CCCN2Cc2ccc([N+](=O)[O-])cc2)cc1C (stereo not given)	25	-5	-5
CC(=O)N(c1cccc(C(F)(F)F)c1)c1nc(C=CC(=O)Nc2ccccc2F)cs1	12	-8	-7
O=C(Nc1ncc(Br)s1)C1CCCN(S(=O)(=O)c2cnc[nH]2)C1 (stereo not given)	-2	-4	-7
Cc1cc(O)c(C(c2ccccc2)N2CCCCC2)c(=O)n1Cc1ccco1 (stereo not given)	8	nt	-11
CN1CCC2(CCN(C(=O)COCc3nc4ccccc4[nH]3)CC2)C1	1	nt	-1
CC(C)c1cc(C(=O)N2CC(c3ccncc3)C2)on1	-1	nt	-2
CCc1sc(C(=O)N(CCOC)C2CCS(=O)(=O)C2)cc1C (stereo not given)	4	nt	-10
CCc1nc(Cn2ccnc2-c2nc3c(s2)CCCC3)no1	nt	1	3
CN(Cc1cc(=O)n2cc(Br)ccc2n1)Cc1cccs1	3	nt	-3
CC(C)=CC1C(C(=O)O)C1(C)C (stereo not given)	1&-11	-5&-4	-6&4
CC(=O)OCC(=O)N1CCC(Cc2ccccc2)CC1	11	-6	-1
Cc1ccc(-c2noc(CN3CCC(=O)NC3=O)n2)cc1F	-18	nt	-6
O=C(Cn1nnc(-c2cccs2)n1)N1CCc2ccccc2C1	0	nt	2
COCCCN1CCc2[nH]c(=S)[nH]c(=O)c2C1	-3	-8	-8
CCOC(=O)c1c(NC(=O)[C@H](C)OC(C)=O)sc2c1CCC2	14	-4	-7
Cc1ccn(CC(=O)N2CCCCC2C(=O)Nc2ccc(-n3nc(C)cc3C)cc2)n1 (stereo not given)	16	-12	-9

Following part
SMILES	NPYLR7 ag	mcGAS inh	hcGAS inh
OCC(O)/C=N\Nc1nc(N2CCOCC2)nc(N2CCOCC2)n1 (stereo not given)	0	-5	-5
COC(=O)c1ccc(C=NNC(=O)c2cc(-c3ccc(Cl)cc3)n[nH]2)cc1	1	-3	-8
Cc1ccc(C2c3ccsc3CCN2CC(=O)N2CCN(C(=O)NCc3ccccc3)C(C)C2)cc1 (stereo not given)	7	-5	-2
O=C(Nc1cccc(-c2cccc(Cl)c2)c1)C1CCN(C(=O)C2CC=CCC2)CC1 (stereo not given)	11	-3	-3
Cn1cc(C(=O)N2CCc3ccccc32)c2nn(-c3ccccc3)c(=O)c-2c1	3	-9	-5
O=C1[C@@H]2C[C@H](O)CCN2C(=O)CN1CCCNc1cccnc1	nt	-4	-1
Cc1cccc(CC(=O)NCc2nnnn2C2CCCCC2)c1	23	-6	-5
COCC(=O)N(Cc1cc(NC(=O)c2ccccc2Cl)ccc1N(C)C)CC1CC1	-7	-5	-6
COCCNC(=O)CCN(Cc1ccco1)c1nc(-c2ccccc2Cl)nc2ccccc12	14	-6	-1
CC(C)[C@H](NC(=O)COc1cccc(Cl)c1)c1nnc2c(C(F)(F)F)cccn12	-8	nt	-4
Cc1cccn2c(CNCCOc3cccnc3)c(C(=O)N3CCCCC3)nc12	17	nt	-11
Cc1cc(C)n(CCC(=O)N2CCC(n3nccc3NC(=O)CC(C)C)CC2)n1	-4	-3	-8
O=C(CN1CCN(c2ccccn2)CC1)c1ccc(N2CCCC2=O)cc1	-3	nt	-2
O=C(c1cc(F)ccc1Cl)N1CC(=O)N2CCc3ccc(Cl)cc3C2C1 (stereo not given)	11	-4	-8
COCC(C)Nc1ncnc2c1c(-c1ccccc1)cn2-c1ccc(OC)cc1 (stereo not given)	-1	-9	-3
Cc1ccc(S(=O)(=O)NCCn2nc(-c3ccc(Cl)cc3)ccc2=O)s1	-2	-1	1
O=C(c1ccc(=O)n(Cc2ccc(F)cc2)n1)N1CCN(c2ccccc2)CC1	3	nt	-10
O=C(CSc1nc2ccccc2o1)N1CCNC1=O	-3	nt	-9
CCCC1=NN(C(C)=O)C(C(=O)NCC2CC[C@H]3C[C@@H]2C3(C)C)O1 (stereo not given in full)	18	nt	-8
COc1ccc(C2=NN(C(=O)C34CC5CC(CC(C5)C3)C4)C(c3cccc([N+](=O)[O-])c3)C2)cc1 (stereo not given)	-8	-4	-6
CC1(C)CC(=O)C2=C(C1)OC1(C)OC(=O)CC21 (stereo not given)	-2	nt	-2
CC(C)(NS(C)(=O)=O)c1cccc(Cl)c1	0	nt	-19
CCc1nc2ccc(C(=O)NCCN(C)C)cn2c1N(C)C(=O)c1cccc(OC)c1	15	-2	-5
O=C(c1cccs1)c1ccccc1C(=O)N1CCC2CCCCC2C1 (stereo not given)	-4	nt	-3
O=C(c1cc(-c2ccc([N+](=O)[O-])cc2)nn1-c1ccccc1Cl)N1CCC(Cc2ccccc2)CC1	19	-6	-12

The listing continues.
SMILES	NPYLR7 ag	mcGAS inh	hcGAS inh
COc1ccc2c(c1)C(C)(Cc1ccc(C(C)C)cc1)C(=O)N2 (stereo not given)	2	-4	4
CCOC(=O)c1c(C)sc(C=NNc2ccccc2)c1O	8	nt	-9
C=CCNc1nc(C(=O)OCC(=O)NCCN2C(=O)CSC2=O)cs1	5	nt	-3
O=C(Cc1csc(NC(=O)c2ccccc2F)n1)OC1CC2CCC1C2 (stereo not given)	1	nt	4
CC(C)CCN1C(=O)N(CCN(C)C)C(=O)C12CCN(Cc1nc3ccccc3n1C)CC2	20	-8	-26
O=S(=O)(c1cc(C(F)(F)F)ccc1C(F)(F)F)N1CCC(c2c[nH]c3ccc(F)cc23)CC1	17	-6	-3
CCCn1c(=O)c2c(nc3n(-c4ccc(Cl)cc4)c(C)cn23)n(C)c1=O	6	nt	-9
C=C(C)CN(CC)c1nc(N)c(C#N)c(C(C#N)Cc2ccc(C)cc2)c1C#N (stereo not given)	4	nt	-5
O=C(Nc1cccc(-c2cscn2)c1)C1CCN(CCCn2cccn2)CC1	3&2	-2	-2&-3
O=C(O)CCCC(=O)Nc1ccc(N2C(=O)C3C4CCC(C4)C3C2=O)cc1 (stereo not given)	8	nt	-4
O=C(c1nnn(-c2ccccc2)c1CSc1ncccn1)N1CCc2ccccc2C1	-1	-8	-8
CCOC(=O)c1nn(-c2ccc(C)cc2)c(=O)c2c(NC(=O)C(CC)c3ccccc3)scc12 (stereo not given)	4	-6	-4
CC(O)CN(Cc1c(-c2ccccc2)noc1N1CCN(C)CC1)C1CC1 (stereo not given)	-4	-1	-2
CCCCCCNC(=O)CC(c1ccc(OC)cc1)c1cn(C)c2ccccc12 (stereo not given)	nt	-4	-3
CS(=O)(=O)CC1(CC(=O)NC2CCCCCCC2)CC1	2	-15	-16
O=S(=O)(NCCNc1nc(-c2ccc(F)cc2)nc2cc(Cl)ccc12)c1ccc(F)cc1	-1	-6	-1
CCc1nc(COC(=O)C2CCCN(S(C)(=O)=O)C2)cs1 (stereo not given)	6	-2	7
CC1=C(C(=O)OC2CCCC2)C(c2cccc([N+](=O)[O-])c2)NC(=O)N1C (stereo not given)	6	nt	-1
Cc1nc2cc(F)ccc2cc1C(=O)NCCC(=O)N1CCCC1	1	nt	-13
COCc1nc2nccc(-c3ccc4ccccc4c3)n2n1	-11	-8	-1
COc1ccc(CNc2ncn[nH]2)cc1OC	-1	nt	-4
O=C(NC1CCCCC1)c1cc2nc(-c3ccc(Cl)c(Cl)c3)cc(C(F)(F)F)n2n1	-15	-5	-5
CC1CN(c2ccnc(C(=O)NCc3ccccc3)c2)CCS1 (stereo not given)	-6	nt	-7
Cc1nn(-c2ccc(N3CCCCC3)nn2)c2c1C(c1ccc(O)cc1)CC(=O)N2 (stereo not given)	-16	nt	-7
COc1ccc(NC(=O)N2CCN(CC(OCc3ccc(C(F)(F)F)cc3)c3ccc(Cl)cc3)CC2)c(OC)c1 (stereo not given)	17	-4	1

Some of these compounds in order of count of non-hydrogen atoms, highest first.
SMILES	NPYLR7 ag	mcGAS inh	hcGAS inh
O=C(Nc1cccc(-c2cscn2)c1)C1CCN(CCCn2cccn2)CC1	3&2	-2	-2&-3
C=CCNc1nc(C(=O)OCC(=O)NCCN2C(=O)CSC2=O)cs1	5	nt	-3
CC1CN(c2ccnc(C(=O)NCc3ccccc3)c2)CCS1 (stereo not given)	-6	nt	-7

Later entries.
SMILES	NPYLR7 ag	mcGAS inh	hcGAS inh
CSCCC(=O)Nc1cc(-c2ccco2)nn1-c1ccc(C(F)(F)F)cc1	-3	1	1
CN(C(=O)Cn1c(-c2ccc(F)cc2)nc2c(c1=O)CCN(Cc1ccccc1)C2)c1ccccc1	-5	-3	-3
CCOC(=O)c1c(C)[nH]c(C(=O)Nc2c(C)n(C)n(-c3ccccc3)c2=O)c1C	11	nt	-4
Cc1ccccc1-n1c(SCc2ccc(C(N)=O)cc2)nnc1-c1ccncc1	2	-6	-1
Cn1ccnc1C(NC(=O)C1CCN(S(=O)(=O)c2ccc(F)c(F)c2)CC1)c1ccccc1 (stereo not given)	-1	nt	-3
COCCN(CC(=O)N1CCc2sccc2C1c1ccccc1)S(=O)(=O)c1ccc(F)cc1 (stereo not given)	24	-5	-4
Cc1ccc(Cn2nccc2NC(=O)Cc2c(C)noc2C)o1	9	nt	-8
Cc1c(C(=O)Nc2cccc(Oc3ccccc3)c2)sc(=O)n1Cc1cccc(F)c1	17	nt	-4
Cc1cccc(OCCC(=O)Nc2cccc(C#N)c2)c1	-6	nt	5
Cc1ccc(C)c2sc(N(CCN3CCOCC3)C(=O)c3ccno3)nc12	0	nt	-5
